BAZ2B inh – blocks human BAZ2B; Q9UIF8; AlphaScreen BAZ2B-H3K14Ac peptide displacement; Potency, µM (titrated, usually from 114 µM), for the others: at the highest dose activity change, negative = inhibition, actives largely listed as inhibitors; actives 4.4% (n = 360,000); AID 504333; further: on the % scale 0 is the no-effect control and ±100 the full control effect; nearly all actives have a fitted effect of over 60% in size
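Compounds, titrated to a top concentration of 110 uM, were incubated 30 min at room temperature with preformed BAZ2B/acetyl-K14 H3 peptide complex (50 nM each). Proximity signal was measured by AlphaScreen after 20 min with beads.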
POLB inh – DNA polymerase beta (human) inhibition; P06746; Pol beta primer extension/strand displacement, fluorescence kinetic; Potency, µM (series often up to 114 µM), inactives show at the highest dose activity change, negative = inhibition, hits mostly inhibitors; actives 1.3% (n = 340,000); AID 485314; further: on the % scale 0 is the no-effect control and ±100 the full control effect
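Kinetic readout of DNA synthesis with strand displacement by Pol beta. Compound and 10 nM enzyme sit 15 min at room temperature; 50 nM substrate starts the reaction, read immediately and at 10 min.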
JMJD2A Tudor inh – JMJD2A Tudor domain (human) inhibition; Potency, µM (doses to about 114 µM), without a hit: top-dose activity change, negative = inhibition, hits mostly inhibitors; actives 4.4% (n = 390,000); AlphaScreen JMJD2A-Tudor / H3K4me3 peptide binding; further: on the % scale 0 is the no-effect control and ±100 the full control effect; nearly all actives have a fitted effect of over 50% in size
POLH inh – blocks human DNA polymerase eta activity; AID 588591; Potency, µM (doses to about 114 µM), without a hit: at the top dose activity change, negative = inhibition, usual class: inhibitors; actives 1.2% (n = 390,000); recombinant Pol eta, fluorescent DNA replication assay; Q9Y253; further: on the % scale 0 is the no-effect control and ±100 the full control effect
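Pol eta at 10 nM preincubated with compounds 15 min at room temperature; reaction started with fluorescent substrate (50 nM final) and read kinetically at 0 and 10 min.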
G9a inh – inhibitors of human histone lysine methyltransferase G9a | Q96KQ7 | G9a H3K9 monomethylation, AlphaScreen, 2 h | Potency, µM (titrated, usually from 102 µM), for inactives: at the highest dose activity, negative = inhibition, actives largely listed as inhibitors | actives 8.8% (n = 350,000) | AID 504332; further: on the % scale 0 is the no-effect control and ±100 the full control effect; nearly all actives have a fitted effect of over 75% in size
Target sequence (Q96KQ7 913-1193 limits assumed): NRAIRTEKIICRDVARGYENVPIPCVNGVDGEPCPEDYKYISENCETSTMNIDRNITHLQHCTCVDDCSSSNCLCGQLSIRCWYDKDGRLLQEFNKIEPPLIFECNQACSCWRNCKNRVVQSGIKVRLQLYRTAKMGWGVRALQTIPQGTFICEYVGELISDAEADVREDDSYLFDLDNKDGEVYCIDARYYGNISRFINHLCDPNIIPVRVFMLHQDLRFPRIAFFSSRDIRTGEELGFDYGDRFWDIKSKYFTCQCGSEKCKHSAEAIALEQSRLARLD
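Methyltransferase reactions run at room temperature for 2 h (20 nM enzyme, 500 nM biotin-H3K9 peptide, 20 uM SAM) after a 15 min compound preincubation; product detected by AlphaScreen beads and anti-H3K9me1 antibody.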
POLK inh – blocks human DNA polymerase kappa activity | actives 0.53% (n = 400,000) | purified Pol kappa, fluorescent DNA synthesis assay, 10 min | Potency, µM (titrated, usually from 107 µM), without a hit: at the top dose activity, negative = inhibition, usual class: inhibitors | Q9UBT6; further: on the % scale 0 is the no-effect control and ±100 the full control effect
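Inhibition of 10 nM Pol kappa is measured by a fluorescent read-out at 0 and 10 min following addition of 50 nM substrate (final), with a 15-min room-temperature compound preincubation.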
APE1 inh – blocks human APE1 abasic DNA cleavage; recombinant APE1, TAMRA/BHQ-2 abasic DNA cleavage fluorescence; Potency, µM (highest dose often 65.8 µM), for the others: at the highest dose activity change, negative = inhibition, most hits filed as inhibitors; P27695; actives 0.35% (n = 350,000); AID 2517;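 further: plate controls were vehicle for no effect and reference inhibitor for full effect; nearly all actives have a fitted effect of over 55% in size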
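Activity was derived from the fluorescence gain between first and third kinetic reads (60 s intervals, ex 525/em 598 nm) after 50 nM THF-abasic TAMRA/BHQ-2 duplex was added to 0.75 nM APE1 preincubated 15 min with compound.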
BLM helicase inh – blocks DNA unwinding by human BLM helicase; actives 0.2% (n = 350,000); AID 2528; P54132; recombinant BLM DNA unwinding, fluorescence dequenching; Potency, µM (top dose mostly 56.1 µM), for inactives: at the top dose activity change, negative = inhibition, most hits filed as inhibitors;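 further: plate controls were vehicle for no effect and no enzyme for full effect; nearly all actives have a fitted effect of over 35% in size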
Pol iota inh – inhibitors of human DNA polymerase iota; Q9UNA4; Pol iota fluorescent replication assay, 10 min; Potency, µM (titrated, usually from 115 µM), without a hit: top-dose activity, negative = inhibition, hits mostly inhibitors; actives 1% (n = 390,000); AID 588590
Target sequence (Q9UNA4 whole entry, looked up): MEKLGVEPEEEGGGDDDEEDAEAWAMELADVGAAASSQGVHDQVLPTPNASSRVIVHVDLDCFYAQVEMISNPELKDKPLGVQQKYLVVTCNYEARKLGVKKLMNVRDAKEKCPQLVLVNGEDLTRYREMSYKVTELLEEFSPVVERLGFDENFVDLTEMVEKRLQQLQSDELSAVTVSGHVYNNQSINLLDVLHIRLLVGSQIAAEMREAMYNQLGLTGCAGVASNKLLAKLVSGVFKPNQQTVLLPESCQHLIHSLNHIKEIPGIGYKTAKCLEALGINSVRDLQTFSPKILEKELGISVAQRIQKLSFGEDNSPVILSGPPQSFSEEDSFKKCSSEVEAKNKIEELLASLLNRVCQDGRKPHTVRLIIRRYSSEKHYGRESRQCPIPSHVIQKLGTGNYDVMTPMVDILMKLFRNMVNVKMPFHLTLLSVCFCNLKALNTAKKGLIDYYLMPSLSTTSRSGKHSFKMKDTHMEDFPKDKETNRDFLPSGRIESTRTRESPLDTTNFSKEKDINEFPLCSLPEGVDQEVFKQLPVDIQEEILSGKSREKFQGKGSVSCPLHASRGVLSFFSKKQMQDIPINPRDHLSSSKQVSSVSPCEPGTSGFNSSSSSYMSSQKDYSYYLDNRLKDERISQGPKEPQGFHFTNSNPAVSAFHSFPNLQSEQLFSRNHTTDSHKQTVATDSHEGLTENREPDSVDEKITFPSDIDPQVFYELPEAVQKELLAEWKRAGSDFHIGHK
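Fluorescent replication assay read twice, at 0 min and 10 min after adding 50 nM (final) substrate. Enzyme (10 nM) and compounds were first incubated 15 min at room temperature; enzyme-free buffer wells were negative controls.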
* marks the source's active call; other numbers are inactive results; ? = inconclusive; · = no result given; [ ] = another dose, or the depositor's remark. The call rests on the fitted dose curve; in most records, active means well fitted curve in the direction sought with a large enough effect; inconclusive means small, poorly fitted or top-dose-only effect, or another doubt; inactive means no such curve, though single readings can be large; an effect the other way counts as inactive or inconclusive. Potency means the concentration at half of the fitted maximal effect.

Molecule	G9a inh	APE1 inh	JMJD2A Tudor inh	BAZ2B inh	POLK inh	POLB inh	BLM helicase inh	POLH inh	Pol iota inh
CC(C)C(=O)NN(C(=O)c1ccccc1)c1ccccc1	-30%	6%	5%	-12%	13%[60.1 µM]	1%	-4%	-18%	-11%
O=C(CN(C(=O)c1csnn1)c1cccc2ccccc12)NCc1ccc(F)cc1	13%	-5%	-2%	5%	5%	39%	-3%	-10%	53%[activator]
Cn1c(=O)c([N+](=O)[O-])c(N2CCN(Cc3ccc4c(c3)OCO4)CC2)c2ccccc21	?	-8%	?	?	-4%	4%	-4%	-2%	94%[activator]
N#CC1=C(N)OC2=C(C(=O)CC(c3ccccc3)C2)C1c1cccnc1 (stereo unspecified)	?	-3%	-4%	-1%	-3%	17%	-10%	-3%	5%
NC(N)=NCCN1CCCCCCC1	-2%[2.33 µM]	6%	·	·	-10%[60.1 µM]	·	-8%	·	·
Cc1ccc(S(=O)(=O)N2CCCCC2)cc1NC(=O)c1cncc(Br)c1	-34%	10%	-21%	4%	-4%	·	·	-2%	11%
CN(C)Cc1ccccc1-c1cncnc1Nc1ccccc1	0%[0.501 µM]	0%	·	·	-4%[60.1 µM]	·	3%	·	·
N#CCCN/N=C(\Cc1nc2ccccc2[nH]1)c1ccccc1	50µM*	1%	-31%	-19%	-8%	6%	-6%	-6%	34%[activator]
Cc1cccc(NC(=O)C2C3C=CC(C4CC34)C2C(=O)O)c1 (stereo unspecified)	?	0%	-7%	10%	-2%	?	6%	?	11%
CN(CC(=O)Nc1cccc(S(=O)(=O)N2CCCC2)c1)Cc1ccccc1	·	27%	-12%	·	-8%	·	·	-10%	22%
Cc1ccc(NCC(=O)c2ccccc2)cc1Cl	-40%[59 µM]	-2%	-7%	11%	8%	0%	1%	-7%	11%
COc1ccc(N(C(=O)Cc2cccs2)C(C(=O)NC2CCCC2)c2ccncc2)cc1OC (stereo unspecified)	-11%[59 µM]	15%[12.4 µM]	-5%	4%	0%	0%	1%	-2%	157%[activator]
CSCC[C@H](NC(=O)OC(C)(C)C)C(=O)N1CCC(C(=O)N[C@@H](Cc2c[nH]c3ccccc23)C(=O)O)CC1	-24%	-9%	-7%	-9%	-3%	16%	3%	-6%	3%
CCC(Sc1ncccc1C(=O)O)C(=O)N1CCCC1 (stereo unspecified)	?	17%	3.5µM*	?	-12%	39%	2%	-1%	-15%
CCn1ccc(C(=O)NC2=NCCS2)n1	?	-2%	-12%	4%	-10%	0%	-7%	-13%	-7%
CC(C)N(C)Cc1nnnn1CC(=O)NCCc1cccc(C(F)(F)F)c1	10%	30%	-16%	-12%	-7%	0%	-7%	-11%	26%
O=C1CC(c2nnc(Cc3ccc(F)cc3)o2)CN1c1ccccc1 (stereo unspecified)	-19%[59 µM]	·	-3%	-11%	-13%	2%	-3%	-4%	2%
C=CCNC(=O)COC(=O)C1CCN(S(=O)(=O)c2ccc3c(c2)OCCO3)CC1	?	5%	-10%	-14%	-2%	20%	-10%	-8%	4%
Cc1cccc2cc(CN(Cc3ccc4c(c3)OCO4)Cc3nnnn3C3CCCC3)c(=O)[nH]c12	21%[59 µM]	-2%	-35%	-6%	-6%	5%	-2%	6%	15%
Cc1nn(-c2ccccc2)c(Cl)c1C(=O)NCc1cccs1	?	0%	-20%	?	-41%	13µM*	-21%	?	?
OC1CCCN(Cc2cn(Cc3ccccc3)nc2-c2cc3ccccc3o2)C1 (stereo unspecified)	19%[12.7 µM]	0%	-19%	-18%	3%	-22%	2%	-25%	7%
Nc1nonc1-n1nnc(C(=O)N/N=C/c2ccc3c(c2)OCO3)c1-c1ccccc1	16%	18%	8%	-1%	3%	0%	-4%	-24%	94%[activator]
O=C(CSc1ccc(-c2ccccn2)nn1)NCc1ccccc1	27%	2%	?	18µM*	-7%	39%	-8%	-13%	66%[activator]
c1ccc(-c2cncnc2)nc1	4%[0.501 µM]	-13%	-11%	13%	-14%	·	·	-6%	4%
CC(O)C(C(=O)OCc1ccc([N+](=O)[O-])cc1)N1C(=O)c2ccccc2C1=O (stereo unspecified)	-8%[59 µM]	2%	2%	-1%	-6%	1%	0%	-12%	102%[activator]
CCn1c(CC2C(=O)Nc3ccccc32)nc2ccccc2c1=O (stereo unspecified)	-4%[59 µM]	·	-23%	-6%	-23%	-3%	3%	·	50%[activator]
OC(CNC1CCCC1)COc1ccc(F)cc1 (stereo unspecified)	-14%	22%	6%	9%	-22%	-1%	-1%	-4%	?
CCC(C)NC(=O)Nc1ccc(F)c(Cl)c1 (stereo unspecified)	-9%[59 µM]	1%	-2%	0%	-7%	104%	-6%	4%	71%[activator]
CC(C)(C)c1ccc(Oc2ccc(NC(=O)CCC(=O)OCC(=O)c3ccccc3)cc2)cc1	1%[59 µM]	·	5%	-1%	-8%	-26%	-3%	?	20%
O=C(CSc1nccn1-c1ccccc1)c1ccc(Cl)cc1	·	0%	-26%	?	-2%	6%	-2%	-14%	-4%
Cc1oc(-c2ccccc2Cl)nc1CS(=O)CC(=O)NCCCN1CC(C)CC(C)C1 (stereo unspecified)	18%	17%	-13%	0%	2%	9%	3%	-19%	55%[activator]
O=[N+]([O-])c1cccc(/C=N/N2CCN(Cc3ccccc3)CC2)c1	?	17%	?	25µM*	-2%	26%	-4%	-16%	13%
CCN(CCCNC(=O)C1CCN(S(=O)(=O)CC)CC1)c1cccc(C)c1	?	1%	-23%	-35%	1%	22%	-2%	-19%	37%[activator]
CCc1ccc(NC(=O)N(CCCOC(C)C)C2CCN(C(C)=O)CC2)cc1	-12%	-7%	-11%	-23%	-6%	16%	2%	-3%	-9%
Cc1[nH]c2c(ccc3cccnc32)c1C	-33%[12.7 µM]	-10%	45µM*	35µM*	-6%	1%	1%	-18%	65%[activator]
COc1ccc2c(c1)C(=O)C1NC(=O)NC(=O)C1(Br)N2 (stereo unspecified)	·	·	-5%	·	-2%	·	·	-16%	40%[activator]
COc1cc(/C=C2/C(=O)ON=C2C)cc(Cl)c1O	35µM*	-4%	-24%	56µM*	2%	27%	-1%	-19%	?
CC(C)(C)c1ccc(S(=O)(=O)N2CCC(Oc3ccc(-n4cnnn4)cc3)CC2)cc1	8%[59 µM]	·	-15%	-5%	2%	22%	-6%	-8%	20%
Cc1ccc(/C=N/n2c(-c3cccnc3)n[nH]c2=S)s1	0.79µM*	3%	4.5µM*	-7%	-9%	14%	-16%	0%	3%
COc1cccc(C(=O)Nc2ccc3ccccc3c2)c1	7%	33%	0%	-8%	-18%	-16%	-13%	-14%	77%[activator]
Cn1c(=O)c(/C=C/c2ccccc2)nc2ccccc21	1%	1%	50%[activator]	109%[activator]	-8%	?	-4%	-16%	31%[activator]
Cc1nnc2c3ccccc3nc(Nc3ccc(F)cc3Cl)n12	?	·	3%	1%	5%	2%	0%	-17%	49%[activator]
Nc1n[nH]c(=S)n1/N=C1/C(=O)Nc2ccccc21	1µM*	2%	2.5µM*	-25%	-22%	?	-4%	6%	-6%
Oc1c(C(c2ccccc2)N2CCc3ccccc3C2)sc2ncnn12 (stereo unspecified)	4µM*	1%	32µM*	12%	-12%	5%	-8%	-10%	28%
COc1ccc(C2NCCCC2c2ccccc2)cc1 (stereo unspecified)	·	·	-11%	·	-6%	·	·	-20%	12%
CC(=O)N1CCN(c2nc3c(C)ccc(Cl)c3s2)CC1	11%[59 µM]	·	-7%	-1%	-6%[60.1 µM]	1%	1%	-5%	7%
Cc1ccc(NC2CCCN(C(=O)CN3C(=O)c4ccccc4C3=O)C2)cc1C (stereo unspecified)	8%[12.7 µM]	-17%	-28%	?	-15%	?	-5%	-12%	5%
COC(c1ccccc1)c1nnc(CCC(=O)NCCC(C)C)o1 (stereo unspecified)	-6%	20%	-16%	-9%	-8%	7%	-1%	-19%	102%[activator]

Profiles from above. Values in the order: G9a inh	APE1 inh	JMJD2A Tudor inh	BAZ2B inh	POLK inh	POLB inh	BLM helicase inh	POLH inh	Pol iota inh
Shown for COc1ccc(C2NCCCC2c2ccccc2)cc1 (stereo unspecified) → ·	·	-11%	·	-6%	·	·	-20%	12%
Shown for CCn1c(CC2C(=O)Nc3ccccc32)nc2ccccc2c1=O (stereo unspecified) → -4%[59 µM]	·	-23%	-6%	-23%	-3%	3%	·	50%[activator]

More records:
Molecule	G9a inh	APE1 inh	JMJD2A Tudor inh	BAZ2B inh	POLK inh	POLB inh	BLM helicase inh	POLH inh	Pol iota inh
COc1ccccc1N1CCN(CC(=O)NC(=O)NCc2ccco2)CC1	6%	3%	-21%	-3%	-5%	20%	2%	2%	-4%
COC(=O)NC1(C(F)(F)F)NC(=O)N(C2CCCCC2)C1=O (stereo unspecified)	-8%[12.7 µM]	-1%	-17%	-11%	-6%	-13%	-3%	2%	7%
COCCCNC(=O)c1c(NC(=O)c2cccs2)sc2c1CCCC2	83%[activator][12.7 µM]	1%	3%	1%	-17%	43%	1%	-7%	-5%
Fc1ccc(N2CCN(c3nc4ccccc4c4nc(-c5cccnc5)nn34)CC2)cc1	7%[59 µM]	·	-7%	6%	1%	0%	-11%	-4%	12%
CC(NC(=O)Cc1cccc(C(F)(F)F)c1)c1ccc(F)cc1 (stereo unspecified)	?	5%	-6%	16%	-2%	-13%	0%	-23%	126%[activator]
Cc1ccc(-c2ocnc2C(=O)Nc2ccccc2C(=O)N2CCCC2)cc1	15%	-9%	-20%	-15%	-10%	-1%	-2%	-23%	109%[activator]
Cn1nc2c(c1C(=O)O)CCCC2	?	?	?	-36%	?	?	-1%	8.9µM*	?
COc1ccc(S(=O)(=O)NCCc2csc(-c3cccnc3)n2)cc1	16%[59 µM]	-4%	-5%	9%	8%	-3%	6%	-9%	4%
O=C(CCCn1cnc([N+](=O)[O-])n1)Nc1cccc2ccccc12	50µM*	-3%	-17%	-16%	-14%	1%	-13%	0%	71%[activator]

Screening results as filed in PubChem.

Not all compounds are listed, so the mix of outcomes need not match the whole.
